High-throughput results deposited in PubChem by Southern Research Specialized Biocontainment Screening Center.
MgcRacGAP inhibition: MgcRacGAP GTPase-activating activity inhibitors, confirmation, biochemical, ADP Hunter fluorescence; MgcRacGAP-stimulated Rac1 GTP hydrolysis, ADP Hunter fluorescence; higher % means a stronger effect; GST-tagged Rac1 F28L mutant substrate; inhibition, % at 30 µM; hits with a dose series show IC50 in µM; hit rate 0.6% among 340,000;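 active = first-screen hits whose inhibition reached a set limit at any dose in the follow-up dose series; inconclusive = inhibition above the set first-screen limit but never retested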;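 also: fluorescence reports GDP produced by GAP-driven GTP hydrolysis; strong numbers were not always called active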
* = called active by the depositor; u = inconclusive. These rows are one share of the data; count on the stated rates, not on these rows.

MgcRacGAP inhibition | structure
-28% | O=C(Nc1cccc(C(=O)O)c1)/C(=C\c1ccccc1)NC(=O)c1ccco1
17% | C[C@@H]1CN([C@H](C)CO)C(=O)CCCn2nncc2CO[C@H]1CN(C)C(=O)Nc1ccc2c(c1)OCO2
2% | C#CCOc1ccc(/C=C2/C(=O)N(c3ccc(S(N)(=O)=O)cc3)N=C2C)cc1OC
2% | Cc1cc(C)c(OCC(=O)OCC(=O)NCc2ccco2)c(C)c1
6% | CN1C[C@@H]2[C@@H]3C(=O)N(Cc4ccccc4)C(=O)[C@@H]3[C@](Cc3ccccc3)(C1=O)N2C(=O)c1ccc(Br)cc1
-2% | COc1ccc(C(=O)N(C)CCOc2ccc(Cl)cc2)cc1S(=O)(=O)N1CCCC1
4% | Clc1ccc(CNc2ncnc3[nH]ncc23)c(Cl)c1
6% | CCOC(=O)NC1=NCC(C)(C)S1
7% | O=C(Cn1cc(COc2ccc(C(=O)c3ccccc3)cc2)nn1)c1ccc(O)cc1
20% | COc1ccc(S(=O)(=O)NCc2ccccn2)cc1C
16% | Cc1cc(SCC(=O)N2c3ccccc3NC(=O)CC2C)nc2ccccc12 (stereo not given)
u | COc1ccc2c(c1)c(=Cc1ccc(N(C)C)cc1)c1cc(-c3ccccc3)[n+](C)n12
1% | COc1ccc(C(=O)C=Cc2cccs2)c(O)c1
20% | C[C@H](CO)N1C[C@H](C)[C@@H](CN(C)Cc2ccc3c(c2)OCCO3)OCc2cnnn2CCCC1=O
6% | COc1ccc(-n2c(=O)c(CCC(=O)N3CCN(c4cccc(OC)c4)CC3)nc3ccccc32)cc1
9% | CN(CCc1ccccc1)C(=O)c1cccc(NC(=O)Cc2cccc(NC(=O)C3CCCN(C(=O)c4ccccc4)C3)c2)c1 (stereo not given)
-8% | O=C(CCSCCC(=O)NN=Cc1ccccc1)NN=Cc1ccccc1
8% | O=C1NC(=O)C(c2ccccc2)(c2ccccc2)N1S(=O)(=O)c1ccccc1
-22% | CCOC(=O)Nc1ccc2c(c1)N(C(=O)CN(C)C)c1ccccc1S2
4% | CC(=O)CC(=O)NC1CCc2ccccc21 (stereo not given)
17% | COc1ccc(NC(=O)COC(=O)CN2C(=O)C3CCCCC3C2=O)cc1 (stereo not given)
17% | COc1cc(/C=C/C(=O)OCC(=O)N2CCCCCC2)cc(OC)c1OC
-20% | Cc1ccc(C(=O)Cc2ccccc2)cc1
1% | O=C(NC1CCCCC1c1ccccc1)c1ccccc1 (stereo not given)
-6% | O=C(CC(CC(=O)c1ccccc1)c1ccco1)c1ccccc1
-22% | O=C(O)C(Cc1ccccc1)N1C(=O)C2C3CCC(C3)C2C1=O (stereo not given)
12% | CCOc1ccc(C(=O)CCC(=O)NN2CCCCC2)cc1
5% | CCOc1ccc(Oc2ccccc2NC(=O)CCc2nc3ccccc3c(=O)[nH]2)cc1
15% | O=C(C1CCCCC1)N1C[C@@H](n2cc(-c3ccc(F)cc3)nn2)[C@H](O)C[C@@H]1c1ccccc1
13% | O=C(CN1C(=O)c2cccc([N+](=O)[O-])c2C1=O)N1CCc2ccccc2C1
47µM* | COc1cc(/C=N/Nc2nc(C)cc(C)n2)ccc1O
5% | CC1C2CCC(C2)C1OC(=O)c1ccccc1C(=O)O (stereo not given)
-1% | O=[N+]([O-])c1ccc(Oc2cccnc2)c([N+](=O)[O-])c1
5% | Nc1c(N(CCC2=CCCCC2)C(=O)COc2ccc([N+](=O)[O-])cc2)c(=O)[nH]c(=O)n1Cc1ccccc1
7% | COc1cccc(C(=O)N2CCN(Cc3nc(-c4ccoc4)oc3C)CC2)c1
10% | CN(C(=O)c1cccc(NC(=O)Cc2ccc(NC(=O)C3CCCN(C(=O)C4CC4)C3)cc2)c1)C1CCC1 (stereo not given)

Exported in markdown: part of the list above.
| structure | MgcRacGAP inhibition |
| --- | --- |
| CN(CCc1ccccc1)C(=O)c1cccc(NC(=O)Cc2cccc(NC(=O)C3CCCN(C(=O)c4ccccc4)C3)c2)c1 (stereo not given) | 9% |
| O=C(CCSCCC(=O)NN=Cc1ccccc1)NN=Cc1ccccc1 | -8% |
| O=C1NC(=O)C(c2ccccc2)(c2ccccc2)N1S(=O)(=O)c1ccccc1 | 8% |
| CCOC(=O)Nc1ccc2c(c1)N(C(=O)CN(C)C)c1ccccc1S2 | -22% |
| CC(=O)CC(=O)NC1CCc2ccccc21 (stereo not given) | 4% |
| COc1ccc(NC(=O)COC(=O)CN2C(=O)C3CCCCC3C2=O)cc1 (stereo not given) | 17% |
| COc1cc(/C=C/C(=O)OCC(=O)N2CCCCCC2)cc(OC)c1OC | 17% |
| Cc1ccc(C(=O)Cc2ccccc2)cc1 | -20% |
| O=C(NC1CCCCC1c1ccccc1)c1ccccc1 (stereo not given) | 1% |
| O=C(CC(CC(=O)c1ccccc1)c1ccco1)c1ccccc1 | -6% |
| O=C(O)C(Cc1ccccc1)N1C(=O)C2C3CCC(C3)C2C1=O (stereo not given) | -22% |
| CCOc1ccc(C(=O)CCC(=O)NN2CCCCC2)cc1 | 12% |
| CCOc1ccc(Oc2ccccc2NC(=O)CCc2nc3ccccc3c(=O)[nH]2)cc1 | 5% |
| O=C(C1CCCCC1)N1C[C@@H](n2cc(-c3ccc(F)cc3)nn2)[C@H](O)C[C@@H]1c1ccccc1 | 15% |
| O=C(CN1C(=O)c2cccc([N+](=O)[O-])c2C1=O)N1CCc2ccccc2C1 | 13% |
| COc1cc(/C=N/Nc2nc(C)cc(C)n2)ccc1O | 47µM* |
| CC1C2CCC(C2)C1OC(=O)c1ccccc1C(=O)O (stereo not given) | 5% |
| O=[N+]([O-])c1ccc(Oc2cccnc2)c([N+](=O)[O-])c1 | -1% |

More structures follow:
MgcRacGAP inhibition | structure
10% | COc1ccc(-c2ccc(CN3C(CC(C)C)C(=O)N(Cc4cn(Cc5ccco5)nn4)CCS3(=O)=O)cc2)cc1OC (stereo not given)
9% | Cc1nc2ccc(Cl)cn2c1[N+](=O)[O-]
4% | Cc1cccc(OCC(=O)N2CCc3ccccc3C2)c1C
5% | O=C(C1CC(=O)N(c2ccc(F)c(Cl)c2)C1)N1CCOCC1 (stereo not given)
11% | COc1ccc(S(=O)(=O)NCc2cccnc2)cc1NC(=O)c1ccccc1C
2% | [O-][n+]1ccc(CC(O)(C(F)(F)F)C(F)(F)F)cc1
13% | CCc1cc(-c2nnn(CCC3COCCO3)c2CC)ccc1-c1cn(CCc2c[nH]c3ccccc23)nn1 (stereo not given)
11% | COc1cc(NCCCCC(C)N)c2nccc(C)c2c1 (stereo not given)
21% | CCc1ccc(C(=O)OCC(=O)Nc2c(C)n(C)n(-c3ccccc3)c2=O)cc1
8% | CNC(=O)C1CC(=O)N(c2ccc(OCC(=O)Nc3ccc(F)cc3)cc2)C1 (stereo not given)
46µM* | O=C1CCN(c2ccccc2)N1
-3% | O=NN(CCCl)C(=O)NCCc1cccc[n+]1[O-]
8% | COCCN(C(=O)CSc1nc2ccccc2s1)c1c(N)n(Cc2ccccc2)c(=O)[nH]c1=O
0% | COc1cccc(-c2nnc(-c3ccc4ccccc4c3)o2)c1
-12% | CCC1(C)CN=C(c2ccccc2)NC1 (stereo not given)
6% | CC1(C)OC(=O)NC1c1ccccc1 (stereo not given)
-2% | O=C(O)C(Cc1ccccc1[N+](=O)[O-])N1C(=O)c2ccccc2C1=O (stereo not given)
9% | Cc1n[nH]c2ccc([N+](=O)[O-])cc2c1=O
-4% | O=C(O)CN1CCNCCN(CC(=O)O)CCNCC1
-2% | CCOP1(=O)C=C(Sc2ccc([N+](=O)[O-])cc2[N+](=O)[O-])C(C)(C)O1 (stereo not given)
6% | COc1ccc(CN(C)C(=O)c2cccc(S(=O)(=O)N3CCCc4ccccc43)c2)c(OC)c1OC
6% | COc1ccc(F)cc1CN1CCN(C(=O)c2ccc(S(=O)(=O)N3CCCCCC3)cc2)CC1
-4% | COc1ccc(CCNC(=O)COC(=O)CSc2ccc(C(N)=O)cc2[N+](=O)[O-])cc1OC
-6% | CCCCCC(=O)N1C[C@@H](n2cc(COC(=O)c3ccccc3)nn2)[C@H](O)C[C@@H]1c1ccccc1
10% | C#CCN(C[C@H]1[C@H](OC(=O)Nc2cccs2)[C@H](OC(=O)Nc2cccs2)C[C@H]2C(=O)N(c3ccccc3)C(=O)[C@@H]12)S(=O)(=O)c1ccc(C)cc1
0% | CC(=O)c1ccc(CCCc2ccc(C(C)=O)cc2)cc1
5% | Cc1ccc(C(=O)N2CCC(C(=O)c3ccc(F)cc3)CC2)cc1
11% | O=S1(=O)CCN(Cc2ccccc2)CC1
15% | COc1ccc(-c2ccc(CN3C(C(C)C)C(=O)N(Cc4cn(Cc5ccco5)nn4)CCS3(=O)=O)cc2)cn1 (stereo not given)
9% | Cc1ccc(S(=O)(=O)N2CC3(O)CN(C(=O)OC(C)C)N(C(=O)OC(C)C)CC3(OC(=O)Nc3c(C)noc3C)C2)cc1 (stereo not given)
0% | Oc1c(Br)cc(CNC2CCCCC2)cc1Br
9% | Cc1ccc(Nc2c(O)nc[nH]c2=O)cc1C
4% | O=C(C=Cc1ccccc1)NCCNC(=O)C=Cc1ccccc1
9% | O=C(COC(=O)C1COc2ccccc2O1)c1ccc(F)cc1 (stereo not given)
27% | CC12CCC3C(=CCc4cc(O)ccc43)C1CC(=NO)C2O (stereo not given)
6% | COc1ccc(CNC(=O)c2ccccc2NC(=O)C2=C(C)OCCS2)cc1
5% | O=C(CSc1nc(=O)n(CCN2CCOCC2)c2c1CCCC2)Nc1ccccc1Cl
9% | Cc1ccc2cc3c(=O)n(C)cc(C=O)c3nc2c1
6% | O=C(NC(Cc1ccccc1)C(=O)N1CCN(c2ccc(F)cc2)CC1)c1ccccc1 (stereo not given)
-6% | COC(=O)C1C(OC)=CC(=O)C2CCCCC21 (stereo not given)
4% | Cc1ccc(N(CC(=O)NC(C)(C)C)C(=O)CCC(=O)Nc2ccccn2)cc1
9% | O=c1[nH]c2ccc(Br)cc2o1
-32% | CC(=O)Oc1cccc2c1C(=O)C1CC=CC(OC(C)=O)C1C2=O (stereo not given)
11% | C[C@@H]1CNC(=O)c2c(C(=O)NCC(=O)OC(C)(C)C)ncn21
6% | CC(=O)c1ccc(N2CCN(C(=O)CNC(=O)c3ccc(Br)o3)CC2)cc1
-3% | Cc1nc2ccccc2c2c(N)cccc12
13% | O=S1(=O)CC(N2CCCCC2)C1CN1CCCCC1 (stereo not given)
0% | CC(C)CN1CC(C)C(=O)N(c2ccccc2)C1=S (stereo not given)
9% | Cc1cc(O)c2c(c1)C(=O)[C@@]13Oc4c5c(c(O)c6c(O)cc(C)cc46)C(=O)C[C@H](O)[C@H]5[C@@H]1[C@@H](O)CC(=O)C3=C2O
11% | CCc1c(N=O)c(-c2ccccc2)n(O)[n+]1[O-]
3% | Cc1c(NS(=O)(=O)c2cccc(C(=O)OCC(=O)c3ccc(Cl)cc3)c2)c(=O)n(-c2ccccc2)n1C
6% | CN1CCn2cnc(C(=O)NCCCCCNC(=O)OC(C)(C)C)c2C1=O
7% | COc1ccc(C#Cc2cnc3c(c2)C(=O)N([C@H](C)CO)C[C@@H](C)[C@H](CN(C)C(=O)CN(C)C)O3)cc1
6% | C[C@@H]1CN([C@@H](C)CO)C(=O)CCCn2nncc2CO[C@@H]1CN(C)S(=O)(=O)c1ccccc1
4% | CNC(=O)c1cn2c3c(ccc(Cl)c3c1=O)OC(C)C2 (stereo not given)
4% | COc1cccc(CN(C)C(=O)c2ccc(NC(=O)CC3SC(N4CCCCC4)=NC3=O)cc2)c1OC (stereo not given)
9% | CCC1NC(=O)c2cccnc2-n2c1nc1cc(C)cc(C)c1c2=O (stereo not given)
9% | COC(=O)[C@H](CO)N1C(=O)[C@@H]2[C@H](C1=O)C1C=C[C@H]2C1
8% | S=C(Cc1ccccc1)N1CCOCC1
-1% | N#Cc1c2c(c(Nc3ccc(F)cc3)n3c1nc1ccccc13)CCCC2

(more compounds)
MgcRacGAP inhibition | structure
2% | Cc1ccccc1/C(=N\S(=O)(=O)c1ccc(Br)cc1)Nc1ccccc1
-1% | CCc1noc(C)c1C(=O)OCC(=O)c1ccc(NC(=O)CC(C)C)cc1
3% | COc1cc(CNc2ccc(S(N)(=O)=O)cc2)ccc1OCc1ccccc1F
13% | Cc1nn(C)cc1CN(C)C(=O)C1CCC(=O)N(CCc2cccc(F)c2)C1 (stereo not given)
7% | CC(C)CC1C(=O)N(Cc2cn(Cc3ccco3)nn2)CCS(=O)(=O)N1Cc1ccc(-c2ccc(Cl)c(Cl)c2)cc1 (stereo not given)
6% | CC1=C(C#N)C(C)(C)C(C#N)=C(C)N1
6% | O=c1[nH]c2c(c(=O)n1-c1ccccc1)CCO2
12% | C[C@@H]1CN([C@@H](C)CO)C(=O)CCCn2nncc2CO[C@@H]1CN(C)S(=O)(=O)c1ccc(-n2cccn2)cc1
6% | Cc1c(NS(=O)(=O)c2cccc(C(=O)NCc3cccc(Cl)c3)c2)c(=O)n(-c2ccccc2)n1C
18% | COC(=O)c1c(NC(=O)c2ccc(S(=O)(=O)N3CC(C)OC(C)C3)cc2)sc2c1CCN(C)C2 (stereo not given)
12% | COc1ccc(CN2C(=O)C(CC(=O)NCC3CCCCC3)CC(C(=O)N(C)C)=C2C)cc1 (stereo not given)
14% | COc1ccccc1OCCNC(=O)c1ccc(NC(=O)CC2SC(N3CCCC3)=NC2=O)cc1 (stereo not given)
9% | C[C@@H]1CN([C@H](C)CO)C(=O)c2cc(/C=C/c3ccccc3)cnc2O[C@H]1CN(C)C(=O)NC1CCCCC1
17% | C[C@H](CO)N1C[C@H](C)[C@@H](CN(C)S(=O)(=O)c2ccccc2)OCCCC[C@H](C)Oc2ccc(NC(=O)CCC(F)(F)F)cc2C1=O
6% | COc1ccccc1S(=O)(=O)N(C)C[C@H]1OCc2cn(nn2)CCCC(=O)N([C@@H](C)CO)C[C@@H]1C
3% | COc1cc(NC(=O)NCc2ccco2)ccc1-c1ccc(NC(=O)NCc2ccco2)cc1OC
1% | c1ccc(Sc2ccncc2)cc1
7% | CCN(C(=O)COC(=O)C1CCC(C(C)(C)C)CC1)c1c(N)n(Cc2ccccc2)c(=O)[nH]c1=O (stereo not given)
